PPARg SRC1 recr: promotes SRC-1 coactivator recruitment by human PPARgamma | actives 0.41% (n = 200,000) | PPARgamma-SRC-1 coactivator recruitment biochemical assay | P37231 | activation, % at 8 µM | AID 631; in the data active means activation above about 19%;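 further: 0% = DMSO and 100% = reference agonist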
ROMK primary: human ROMK K+ channel modulation, primary screen. P48048. Tet-inducible ROMK, thallium flux fluorescence; actives lie on both sides. B-score at 10 µM. actives 2% (n = 130,000);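 active means signal ratio slope over the read window, or its plate-corrected B-score, at least 3 SD from the plate mean, either direction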;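 further: B-score of the F/F0 ratio slope over 7 to 12 s after thallium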
Target sequence (P48048 whole entry, looked up): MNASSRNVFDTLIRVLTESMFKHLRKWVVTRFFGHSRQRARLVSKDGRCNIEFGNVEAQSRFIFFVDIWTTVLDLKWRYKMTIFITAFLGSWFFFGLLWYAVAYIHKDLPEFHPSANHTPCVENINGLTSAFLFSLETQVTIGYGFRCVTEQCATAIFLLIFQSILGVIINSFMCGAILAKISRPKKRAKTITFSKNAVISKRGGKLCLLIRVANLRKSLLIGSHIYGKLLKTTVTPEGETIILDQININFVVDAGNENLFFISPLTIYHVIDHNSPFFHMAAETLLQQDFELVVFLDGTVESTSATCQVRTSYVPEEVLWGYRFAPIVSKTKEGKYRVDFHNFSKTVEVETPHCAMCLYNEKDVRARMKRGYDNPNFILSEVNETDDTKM
SRC2 TRFRET art: flags TR-FRET format artefacts in PPARgamma SRC-2 recruitment agonist screen. TR-FRET ratio at 8 µM. TR-FRET artefact counter-screen; stronger effect = higher value. AID 1049. actives 0.4% (n = 200,000); in the data active means TR-FRET ratio above about 2000; further: inactives centre near 1500; reference of the scale not given here
PPARg SRC2 recr: PPARgamma-driven SRC-2 recruitment agonism | actives 0.34% (n = 200,000) | P37231 | PPARgamma LBD-SRC-2 recruitment, biochemical | activation, % at 8 µM; in the data active means activation above about 22%;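 further: 0% = vehicle and 100% = reference agonist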
S1P3 antag: antagonists of human S1P3 receptor; Q99500; CHO S1P3 NFAT-BLA reporter, FRET fluorescence, antagonist mode; inhibition, % at 4.98 µM; actives 0.27% (n = 170,000); AID 485;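 active means inhibition above the plate cutoff, the mean inhibition of test wells on that plate plus 3 SD, cut at about 28% in these data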;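 further: cells challenged with S1P at its EC80 of 0.8 µM; blue over green emission ratio from cleaved BLA substrate after 4 h stimulation; 0% = S1P-stimulated wells and 100% = unstimulated DMSO-only wells; some compounds past the cut are filed as inactive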
Target sequence (Q99500 whole entry, looked up): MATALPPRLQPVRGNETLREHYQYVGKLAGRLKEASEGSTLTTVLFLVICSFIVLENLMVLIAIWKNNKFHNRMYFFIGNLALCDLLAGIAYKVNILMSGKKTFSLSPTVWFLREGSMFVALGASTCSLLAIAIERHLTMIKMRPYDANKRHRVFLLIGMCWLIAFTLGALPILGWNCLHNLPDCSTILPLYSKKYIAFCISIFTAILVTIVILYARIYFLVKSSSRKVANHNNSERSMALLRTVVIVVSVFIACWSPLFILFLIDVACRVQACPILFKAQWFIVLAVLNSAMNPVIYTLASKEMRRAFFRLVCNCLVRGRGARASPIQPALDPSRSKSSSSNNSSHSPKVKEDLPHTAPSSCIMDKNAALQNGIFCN
RAM network inh: blocks the yeast RAM network | actives 1.8% (n = 190,000) | S. cerevisiae dse1pr::URA3 reporter, 5-FOA growth OD615, 2 d; analog-sensitive cbk1-as2 kinase mutant strain | AID 868 | inhibition, % at 50 µM;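 active means inhibition above a set limit, 3 SD over mean compound inhibition, cut at about 8.4% in these data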;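 further: 0% = DMSO-only wells with no growth and 100% = 10 µM 1-NA-PP1 full growth; inhibition rescues growth on 5-FOA so higher OD means more RAM inhibition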
Redox H2O2 prof: compounds producing H2O2 with reducing agent – biochemical, NIH compound library profiling, artefact control for MLSCN library redox annotation, primary screen. DTT-dependent redox cycling H2O2, phenol red/HRP absorbance; 100% = 100 µM peroxide control, 0% = buffer. activation, % at 10 µM. actives 0.03% (n = 200,000). AID 878;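 active means activation of at least 50% relative to the plate's high and low controls in the primary single-dose screen; inactive means activation below 50%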;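 further: compound incubated with DTT at 0.8 mM final as the reducing agent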
HMGR II inh: inhibitors of class II HMG-CoA reductase from Enterococcus faecalis; purified E. faecalis HMGR, NADPH absorbance 340 nm kinetic; inhibition, % at 10 µM; actives 0.41% (n = 190,000); AID 1066;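 active means inhibition above a set limit, the median over all tested compounds plus 3 SD, cut at about 9.5% in these data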;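 further: enzyme runs in reverse so mevalonate oxidation gives rising NADPH absorbance; 0% = complete reaction with DMSO and 100% = background rate lacking mevalonate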
bIAP inh: intestinal alkaline phosphatase (bovine) inhibition | purified bovine IAP, CDP-star luminescence, 30 min | 190,000 tested, under 10 active | AID 1019 | inhibition, % at 20 µM;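 active means over 50% inhibition of intestinal alkaline phosphatase at 20 µM in the single-dose screen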
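System: Purified bovine intestinal alkaline phosphatase (IAP) enzyme | Input: IAP diluted 1/65,000,000 in the well | Also added: CDP-star chemiluminescent phosphatase substrate, 30 µM final | Dosing: 20 µM single dose | Times: Enzyme reaction for 30 min at room temperature | Detection: Luminescence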
PPARg SRC-3 ag: agonists of human PPARgamma SRC-3 coactivator recruitment; activation, % at 8 µM; P37231; actives 0.26% (n = 200,000); biochemical PPARgamma/SRC-3 coactivator recruitment assay; AID 731; in the data active means activation above about 23%;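 further: 0% = DMSO and 100% = reference agonist; some compounds past the cut are filed as inactive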
L major viab: Leishmania major promastigote growth inhibition; Leishmania major promastigotes, resazurin fluorescence viability; inhibition, % at 10 µM; actives 9% (n = 200,000); AID 1063; in the data active means inhibition above about 50%;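 further: promastigotes grown with compound for 44 hours at 28 °C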
An asterisk follows results filed as active.

Sample of the layout:
`Nc1ccc2nc(SCC(=O)N3CCOCC3)sc2c1` gave PPARg SRC1 recr 13, ROMK primary -0.042, SRC2 TRFRET art 1626, PPARg SRC2 recr 7, S1P3 antag -4, RAM network inh 1.0, Redox H2O2 prof -0.8, HMGR II inh -5, bIAP inh -4, PPARg SRC-3 ag 7 and L major viab 4.
Screening CCC(=O)Nc1ccc(NC(=O)CSc2nnnn2CC)cc1C returned PPARg SRC1 recr -4, SRC2 TRFRET art 1677, PPARg SRC2 recr 0, S1P3 antag 10, RAM network inh 0.9, Redox H2O2 prof -0.4, HMGR II inh 1, bIAP inh 12, PPARg SRC-3 ag 10 and L major viab 1.
`Cc1cc(C)nc(NCCO)n1` gave PPARg SRC1 recr 0, SRC2 TRFRET art 1610, PPARg SRC2 recr -1, S1P3 antag -5, RAM network inh 1.5, Redox H2O2 prof 0.0, HMGR II inh -8, bIAP inh -24, PPARg SRC-3 ag 1 and L major viab -1.

Main list, from the start:
`Nc1ccc2nc(SCC(=O)N3CCOCC3)sc2c1` gave PPARg SRC1 recr 13, ROMK primary -0.042, SRC2 TRFRET art 1626, PPARg SRC2 recr 7, S1P3 antag -4, RAM network inh 1.0, Redox H2O2 prof -0.8, HMGR II inh -5, bIAP inh -4, PPARg SRC-3 ag 7 and L major viab 4.
Screening CCC(=O)Nc1ccc(NC(=O)CSc2nnnn2CC)cc1C returned PPARg SRC1 recr -4, SRC2 TRFRET art 1677, PPARg SRC2 recr 0, S1P3 antag 10, RAM network inh 0.9, Redox H2O2 prof -0.4, HMGR II inh 1, bIAP inh 12, PPARg SRC-3 ag 10 and L major viab 1.
`Cc1cc(C)nc(NCCO)n1` gave PPARg SRC1 recr 0, SRC2 TRFRET art 1610, PPARg SRC2 recr -1, S1P3 antag -5, RAM network inh 1.5, Redox H2O2 prof 0.0, HMGR II inh -8, bIAP inh -24, PPARg SRC-3 ag 1 and L major viab -1.
`Cc1ccc(C)c(NC(=O)/C(C#N)=C/c2cn(CC(=O)NCc3ccco3)c3ccccc23)c1` gave PPARg SRC1 recr 6, SRC2 TRFRET art 1343, PPARg SRC2 recr 4, S1P3 antag -2, RAM network inh 5.5, Redox H2O2 prof 0.8, HMGR II inh -3, bIAP inh 12, PPARg SRC-3 ag -3 and L major viab -5.
For CC(C)(C)c1ccc(-c2nc(C=O)c3ccccn23)cc1 the results were PPARg SRC1 recr 4, ROMK primary -0.045, SRC2 TRFRET art 1670, PPARg SRC2 recr 5, RAM network inh -1.3, Redox H2O2 prof -9.1, HMGR II inh -1, bIAP inh 11, PPARg SRC-3 ag 1 and L major viab 63*.
For CC12CCC(c3c(C(=O)Nc4nccs4)nn(-c4ccccc4)c31)C2(C)C (stereo not drawn) the results were PPARg SRC1 recr 0, SRC2 TRFRET art 1506, PPARg SRC2 recr 13, S1P3 antag 11, RAM network inh 2.1, Redox H2O2 prof -3.7, HMGR II inh -11, bIAP inh -27, PPARg SRC-3 ag 5 and L major viab 100*.
Screening O=C(CSc1nnc2c(n1)[nH]c1ccc(F)cc12)N1CCOCC1 returned PPARg SRC1 recr -4, ROMK primary -0.31, SRC2 TRFRET art 1461, PPARg SRC2 recr 1, S1P3 antag -1, RAM network inh 0.3, Redox H2O2 prof -2.1, HMGR II inh -3, bIAP inh -7, PPARg SRC-3 ag 0 and L major viab 23.
`COc1ccc(CSc2nnnn2-c2ccccc2)cc1` gave PPARg SRC1 recr 5, ROMK primary -0.46, SRC2 TRFRET art 1553, PPARg SRC2 recr -3, RAM network inh 1.5, Redox H2O2 prof -0.2, HMGR II inh -3, PPARg SRC-3 ag -3 and L major viab 100*.
O=C(CN(c1ccc(F)cc1)S(=O)(=O)c1ccc2c(c1)OCCO2)NCc1ccccc1 was read as PPARg SRC1 recr 0, ROMK primary 0.62, SRC2 TRFRET art 1465, PPARg SRC2 recr 9, RAM network inh 1.6, Redox H2O2 prof 0.1, HMGR II inh -8, bIAP inh 6, PPARg SRC-3 ag 13 and L major viab 96*.
CCNC(=O)OCc1cn(-c2ccc(Cl)cc2)nn1 was read as PPARg SRC1 recr 0, ROMK primary -0.78, SRC2 TRFRET art 1469, PPARg SRC2 recr -4, S1P3 antag 0, RAM network inh -0.3, Redox H2O2 prof -1.0, HMGR II inh -2, bIAP inh -4, PPARg SRC-3 ag -6 and L major viab 11.
`C/C(=N\NC(=O)C(=O)N/N=C(\C)c1cccc(O)c1)c1cccc(O)c1` gave PPARg SRC1 recr 11, ROMK primary 0.0088, SRC2 TRFRET art 1473, PPARg SRC2 recr -2, S1P3 antag -1, RAM network inh 2.6, Redox H2O2 prof -0.9, HMGR II inh -1, bIAP inh -27, PPARg SRC-3 ag 1 and L major viab 1.
`Cc1ccc2nc3c(cc2c1)c(NC(=O)c1ccccn1)nn3CC(C)C` gave PPARg SRC1 recr 3, SRC2 TRFRET art 1551, PPARg SRC2 recr 9, RAM network inh 3.7, Redox H2O2 prof 0.6, HMGR II inh -2, bIAP inh 0, PPARg SRC-3 ag 5 and L major viab 11.
O=C(COC(=O)/C=C/c1ccccc1[N+](=O)[O-])NCC1CCCO1 (stereo not drawn) was read as PPARg SRC1 recr 1, ROMK primary 0.64, SRC2 TRFRET art 1472, PPARg SRC2 recr -1, S1P3 antag 14, RAM network inh 0.4, Redox H2O2 prof -1.9, HMGR II inh -4, bIAP inh -4, PPARg SRC-3 ag 3 and L major viab 6.
Screening Cn1nnc2cc(C(=O)Nc3ccc4ccccc4c3)ccc21 returned PPARg SRC1 recr 13, ROMK primary -0.26, SRC2 TRFRET art 1606, PPARg SRC2 recr 12, S1P3 antag 6, RAM network inh 2.6, Redox H2O2 prof -0.4, HMGR II inh 13*, bIAP inh 2, PPARg SRC-3 ag 16 and L major viab -7.
For CC(NC(=O)/C(C#N)=C/c1ccc(Cl)c([N+](=O)[O-])c1)c1ccccc1 (stereo not drawn) the results were PPARg SRC1 recr -2, SRC2 TRFRET art 1333, PPARg SRC2 recr 5, S1P3 antag -14, RAM network inh 4.5, Redox H2O2 prof 0.5, HMGR II inh 1, bIAP inh 7, PPARg SRC-3 ag 11 and L major viab 100*.
`O=C(Nc1ccsc1C(=O)NC1CC1)c1ccccc1` gave PPARg SRC1 recr 0, SRC2 TRFRET art 1528, PPARg SRC2 recr -5, RAM network inh 0.0, Redox H2O2 prof 1.9, HMGR II inh -7, bIAP inh 27, PPARg SRC-3 ag 6 and L major viab 12.
COc1ccc(-c2ccc(-c3noc(-c4ccccc4OC)n3)c(OC)n2)cc1 was read as PPARg SRC1 recr 5, SRC2 TRFRET art 1823, PPARg SRC2 recr -6, S1P3 antag -11, RAM network inh 4.3, Redox H2O2 prof 3.8, HMGR II inh 2, bIAP inh 3, PPARg SRC-3 ag -10 and L major viab 18.
COc1cc(C2SCC(=O)N2CCN2CCCCC2)ccc1O (stereo not drawn) was read as PPARg SRC1 recr 8, ROMK primary -0.42, SRC2 TRFRET art 1647, PPARg SRC2 recr -1, S1P3 antag -27, RAM network inh 0.4, Redox H2O2 prof -0.9, HMGR II inh 1, bIAP inh 3, PPARg SRC-3 ag 4 and L major viab 5.
Screening O=C(N1CCN(c2cccc(Cl)c2)CC1)C1(S(=O)(=O)c2ccc(Cl)cc2)CC1 returned PPARg SRC1 recr 8, SRC2 TRFRET art 1336, PPARg SRC2 recr 4, RAM network inh 4.1, Redox H2O2 prof -1.8, HMGR II inh -7, bIAP inh -3, PPARg SRC-3 ag 9 and L major viab 99*.
`O=C(NCCC1=CCCCC1)c1ccc([N+](=O)[O-])cc1` gave PPARg SRC1 recr 1, ROMK primary -0.43, SRC2 TRFRET art 1582, PPARg SRC2 recr -1, S1P3 antag -6, RAM network inh 0.6, Redox H2O2 prof 0.4, HMGR II inh 0, bIAP inh 12, PPARg SRC-3 ag 1 and L major viab 3.
CCNC(=S)N/N=C/c1ccc(-c2ccccc2)o1 was read as PPARg SRC1 recr -11, ROMK primary -0.23, SRC2 TRFRET art 1420, PPARg SRC2 recr 5, S1P3 antag 13, RAM network inh 0.2, Redox H2O2 prof 0.1, HMGR II inh -6, bIAP inh 0, PPARg SRC-3 ag 5 and L major viab 2.
For O=C(Nc1ccccc1C(=O)O)c1ccc(Br)o1 the results were PPARg SRC1 recr 4, SRC2 TRFRET art 1493, PPARg SRC2 recr 0, RAM network inh -1.2, Redox H2O2 prof -4.2, HMGR II inh -6, bIAP inh 20, PPARg SRC-3 ag -14 and L major viab -5.
COc1ccc(CNC(=O)COC(=O)[C@H](Cc2c[nH]c3ccccc23)NC(=O)c2cccs2)cc1 was read as PPARg SRC1 recr 2, SRC2 TRFRET art 1673, PPARg SRC2 recr 9, S1P3 antag 19, RAM network inh 6.0, Redox H2O2 prof 0.6, HMGR II inh -15, bIAP inh 2, PPARg SRC-3 ag 4 and L major viab -2.
For Cc1ccc(C(=O)Nc2ccc(C)c(S(=O)(=O)N(C)C)c2)s1 the results were PPARg SRC1 recr -3, SRC2 TRFRET art 1341, PPARg SRC2 recr -2, S1P3 antag 16, RAM network inh 4.2, Redox H2O2 prof -0.2, HMGR II inh -3, bIAP inh 0, PPARg SRC-3 ag -2 and L major viab -3.
For Cn1c(=O)oc2cc(S(=O)(=O)NCCC(=O)N3CCc4ccccc4C3)ccc21 the results were PPARg SRC1 recr -2, ROMK primary -0.078, SRC2 TRFRET art 1491, PPARg SRC2 recr 2, S1P3 antag -14, RAM network inh 2.0, Redox H2O2 prof 0.0, HMGR II inh -2, bIAP inh 12, PPARg SRC-3 ag -4 and L major viab -1.
`CCOC(=O)c1c(C)n2c3c(cc(C)cc13)CCC2` gave PPARg SRC1 recr 8, ROMK primary -0.45, SRC2 TRFRET art 1548, PPARg SRC2 recr 7, S1P3 antag -11, RAM network inh 2.5, Redox H2O2 prof -1.3, HMGR II inh -3, bIAP inh -11, PPARg SRC-3 ag 1 and L major viab 2.
Screening O=C(c1ccc(Oc2ccc(C(F)(F)F)cn2)cc1)N1CCN(c2ccccc2)CC1 returned PPARg SRC1 recr 3, SRC2 TRFRET art 1559, PPARg SRC2 recr 11, RAM network inh 2.0, Redox H2O2 prof 0.5, HMGR II inh 3, bIAP inh 1, PPARg SRC-3 ag 7 and L major viab -3.
COCC(C)NCc1cccc(OC)c1OC (stereo not drawn) was read as PPARg SRC1 recr -3, SRC2 TRFRET art 1362, PPARg SRC2 recr 0, RAM network inh 1.7, Redox H2O2 prof 0.2, HMGR II inh -5, bIAP inh -2, PPARg SRC-3 ag 2 and L major viab -1.

Screens: PubChem BioAssay, several laboratories
